Scp1 inh: inhibitors of human Scp-1 phosphatase; Recombinant Scp1, phosphopeptide, malachite green phosphate absorbance; inhibition, % at 20 µM; Q9GZU7; AID 493091; 340,000 compounds, 0.88% hits;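 active = inhibition above about 50% at 20 µM, limit read from the data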;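 note: plate controls were DMSO wells with enzyme for no effect and wells lacking enzyme for full effect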
Target sequence (Q9GZU7 76-261 limits assumed): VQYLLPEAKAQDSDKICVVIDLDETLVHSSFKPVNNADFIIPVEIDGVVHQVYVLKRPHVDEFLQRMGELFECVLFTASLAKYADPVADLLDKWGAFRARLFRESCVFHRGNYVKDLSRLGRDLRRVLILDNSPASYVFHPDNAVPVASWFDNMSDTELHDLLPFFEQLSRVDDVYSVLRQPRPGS
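Test system – truncated SCP-1 phosphatase (76-261aa) · Reagent – Phosphorylated 17-residue peptide substrate · Incubation – 45 min room-temperature reaction, 5 min colour, 30 min stabiliser · Detection – colorimetric phosphate reagent with accelerator and stabiliser, absorbance at 630 nm · Measure – % inhibition at 20 µM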
SUMO1 PPI mod: modulators of human SUMO1-mediated protein-protein interactions; P63165; SUMO1 binding to a labelled peptide, TR-FRET, 1 h; inhibition, % at 20 µM; 360,000 compounds, 0.33% hits; in the data active = inhibition above about 37%
Target sequence (P63165 whole entry, looked up): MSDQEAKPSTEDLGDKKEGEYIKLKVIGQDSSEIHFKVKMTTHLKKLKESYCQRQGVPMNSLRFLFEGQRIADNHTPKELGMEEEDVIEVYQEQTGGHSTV
DNMT1 inh: blocks human DNA methyltransferase DNMT1; P26358; DNMT1 molecular beacon, Hinp1I cleavage, fluorescence; inhibition (reported as % activation of signal), % at 10 µM; 360,000 compounds, 0.83% hits; in the data active = inhibition above about 50%
eLon inh: inhibits E. coli Lon protease; P0A9M0; purified E. coli Lon protease, fluorescence polarization; inhibition, % at 7.94 µM; 360,000 compounds, 0.42% hits; AID 602123; in the data active = inhibition above about 13%, passing the limit was not always enough;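 note: 0% = enzyme with probe and DMSO and 100% = no enzyme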
Target sequence (P0A9M0 whole entry, looked up): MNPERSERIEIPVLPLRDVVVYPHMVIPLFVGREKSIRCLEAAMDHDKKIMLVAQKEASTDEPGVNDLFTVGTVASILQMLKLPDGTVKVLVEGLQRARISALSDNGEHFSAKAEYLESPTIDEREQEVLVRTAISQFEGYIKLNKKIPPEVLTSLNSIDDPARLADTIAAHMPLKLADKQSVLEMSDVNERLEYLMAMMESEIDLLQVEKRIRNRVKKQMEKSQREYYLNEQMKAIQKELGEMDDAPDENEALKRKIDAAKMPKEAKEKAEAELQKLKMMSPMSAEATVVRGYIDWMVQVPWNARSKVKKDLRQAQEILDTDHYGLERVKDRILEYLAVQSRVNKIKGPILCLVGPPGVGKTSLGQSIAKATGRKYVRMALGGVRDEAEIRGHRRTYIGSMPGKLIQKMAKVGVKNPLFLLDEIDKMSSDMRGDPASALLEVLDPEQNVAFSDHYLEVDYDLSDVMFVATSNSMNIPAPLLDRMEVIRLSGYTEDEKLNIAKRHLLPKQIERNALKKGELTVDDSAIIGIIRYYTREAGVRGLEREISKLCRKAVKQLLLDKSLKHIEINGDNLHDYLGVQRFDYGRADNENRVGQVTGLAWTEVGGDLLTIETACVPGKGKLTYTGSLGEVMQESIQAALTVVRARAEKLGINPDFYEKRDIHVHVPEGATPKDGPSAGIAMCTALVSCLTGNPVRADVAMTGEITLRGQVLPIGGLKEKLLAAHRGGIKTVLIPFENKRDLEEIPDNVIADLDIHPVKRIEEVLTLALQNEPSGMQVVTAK
bovine MsrA act: bovine methionine sulfoxide reductase A activation; purified bovine MsrA, absorbance read-out; activation, % at 10.6 µM; 360,000 compounds, 0.3% hits; AID 602163; in the data active = activation above about 7.5%;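 note: 0% = vehicle and 100% = reference activator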
LMPTP inh: LMPTP (human) inhibition | 360,000 compounds, 0.22% hits | inhibition, % at 20 µM | AID 651560 | recombinant LMPTP-A, OMFP fluorogenic substrate, fluorescence intensity;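 active = compounds that cut the enzyme signal by at least half of the control window in the single-dose screen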;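 note: plate controls were DMSO wells with enzyme plus substrate for no effect and substrate without enzyme for full effect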
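Assay system: LMPTP-A enzyme. Input: 0.625 nM LMPTP-A final. Probe or stimulus: 400 µM OMFP. Compound dosing: single 20 µM dose. Schedule: 50 min dark incubation at room temperature. Detection: fluorescence intensity of OMFP turnover product. Read-out: percent inhibition versus substrate-only and uninhibited controls. Benchmarks: no-enzyme low control, uninhibited high control.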
MsrA inhibitor: bovine MsrA inhibition | inhibition, % at 15.5 µM | 360,000 compounds, 0.75% hits | purified bovine MsrA, absorbance read-out | AID 651718; in the data active = inhibition above about 4.5%;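 note: 0% = vehicle wells with enzyme and 100% = reference inhibitor wells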
Tb MetRS inh: Trypanosoma brucei MetRS inhibition | purified T. brucei MetRS, ATP depletion, Kinase-Glo luminescence | AID 624268 | 360,000 compounds, 0.4% hits | inhibition, % at 11.9 µM;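 active = inhibition above a per-plate cutoff of the control wells' mean inhibition plus 3 SD, cut at about 5.5% in these data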;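 note: 0% = DMSO wells median and 100% = median of wells with control inhibitor compound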
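Test system: purified T. brucei MetRS enzyme. Also added: ATP, methionine and E. coli bulk tRNA substrates. Compound: 11.9 µM single point. Schedule: 15 min enzyme-compound preincubation, 2 h reaction, 10 min detection, 25 °C. Signal: luciferase luminescence of residual ATP, Kinase-Glo. Evaluation: percent inhibition versus plate control medians. Controls: DMSO wells, low control.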
NRP1-CendR mod: NRP-1/CendR interaction modulation; AID 602438; O14786; inhibition, % at 25 µM; 360,000 compounds, 0.85% hits; FAM-RPARPAR peptide binding to NRP-1, fluorescence polarization;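 active = inhibition or corrected inhibition above about 18%, plus a signal ratio from 0.5 to 1.5, limit read from the data, passing the limit was not always enough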; note: strong numbers were not always called active
STEP block: blocks human striatal-enriched tyrosine phosphatase | recombinant STEP, OMFP fluorogenic substrate, fluorescence | inhibition, % at 20 µM | 360,000 compounds, 0.25% hits | AID 588621;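 active = inhibition at 20 µM, scaled per plate between control wells, above about 37%, limit read from the data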;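 note: 0% = DMSO with enzyme and substrate and 100% = substrate only without enzyme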
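System: STEP phosphatase, cell-free reaction; Buffer or medium: Bis-Tris pH 6.0 buffer with DTT, detergent; Incubation: 20 min at room temperature, dark; Measured by: fluorescence, 480/540 nm.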
An asterisk follows results filed as active; . = no result given. No enrichment for hits; any-hit rate near 4.3%.

SMILES	Scp1 inh	SUMO1 PPI mod	DNMT1 inh	eLon inh	bovine MsrA act	LMPTP inh	MsrA inhibitor	Tb MetRS inh	NRP1-CendR mod	STEP block
COc1cccc(-n2c(SCC(=O)Nc3cc(C)on3)nc3ccccc3c2=O)c1	-6	3	-6	-4	1	0.3	1.1	-0.4	7	9
CC(C)CCNC(=O)CCn1nc(-c2ccccc2)ccc1=O	-3	-1	0	-5	-3	-0.1	-0.6	0.0	-7	-2
COc1cc(OC)c(NC(=O)CCNC(=O)Cn2ccc3ccccc3c2=O)cc1Cl	-3	1	-5	9	1	-1.4	-0.5	1.5	5	-4
CCOc1ccc(NC(=O)CN(C)C(=O)CCNC(=O)c2ccccc2Cl)cc1OCC	-10	6	9	1	-2	-1.4	1.6	-0.3	-2	2
COc1ccccc1N1CCN(Cc2nc3ccsc3c(=O)[nH]2)CC1	-11	6	3	-7	-4	-1.7	-1.2	-0.6	-11	-4
COc1ccc(CC(=O)NCc2ccccc2F)cc1S(=O)(=O)N1CCOCC1	.	1	4	3	-2	-0.8	0.0	0.1	-5	-3
CCN(CC)S(=O)(=O)c1ccc(C)c(NC(=O)COc2ccc3c(C)cc(=O)oc3c2)c1	-13	1	-2	4	-2	-0.3	0.4	0.1	-8	-2
Cc1cc(C)cc(OCC(=O)OCC(=O)Nc2ccc(Cl)cn2)c1	4	1	2	-1	-10	1.5	-0.2	-2.1	-4	0
CN(Cc1ccccc1)C(=O)c1cn(C)c2ccc(S(=O)(=O)N3CCCC3)cc2c1=O	6	-1	3	-12	-2	-0.4	1.2	-0.1	-7	0
CSc1ccc(CCNS(=O)(=O)c2ccc3c(c2)C(C)(C)C(=O)N3C)cc1	-9	0	-1	-7	-2	-0.3	0.0	0.1	-5	0
CCCOc1cccc(C(=O)N(Cc2ccccc2)C2CCS(=O)(=O)C2)c1 (stereo unspecified)	-7	1	2	-7	-2	-0.2	1.7	0.0	3	-3
COc1ccc(-c2n[nH]c(=S)n2Cc2ccccc2)cc1OC	-10	6	0	-6	-1	-1.4	-0.6	-1.5	19	2

Gathered by group, the compounds so far with an aryl methoxy group.
SMILES	Scp1 inh	SUMO1 PPI mod	DNMT1 inh	eLon inh	bovine MsrA act	LMPTP inh	MsrA inhibitor	Tb MetRS inh	NRP1-CendR mod	STEP block
COc1cccc(-n2c(SCC(=O)Nc3cc(C)on3)nc3ccccc3c2=O)c1	-6	3	-6	-4	1	0.3	1.1	-0.4	7	9
COc1cc(OC)c(NC(=O)CCNC(=O)Cn2ccc3ccccc3c2=O)cc1Cl	-3	1	-5	9	1	-1.4	-0.5	1.5	5	-4
COc1ccccc1N1CCN(Cc2nc3ccsc3c(=O)[nH]2)CC1	-11	6	3	-7	-4	-1.7	-1.2	-0.6	-11	-4
COc1ccc(CC(=O)NCc2ccccc2F)cc1S(=O)(=O)N1CCOCC1	.	1	4	3	-2	-0.8	0.0	0.1	-5	-3
COc1ccc(-c2n[nH]c(=S)n2Cc2ccccc2)cc1OC	-10	6	0	-6	-1	-1.4	-0.6	-1.5	19	2

Next section:
SMILES	Scp1 inh	SUMO1 PPI mod	DNMT1 inh	eLon inh	bovine MsrA act	LMPTP inh	MsrA inhibitor	Tb MetRS inh	NRP1-CendR mod	STEP block
CSc1nc(C)c(Cl)c(C)c1C#N	0	1	3	-6	-4	0.2	-1.5	-0.2	2	-2
C[N+](C)(C)CCCC(=O)c1ccc2c(c1)OCO2	-12	0	3	-6	-2	-0.8	-0.7	-1.0	-3	-23
CCCCCC(C)NC(=O)CN1C(=O)NC(C)(c2ccc3ccccc3c2)C1=O (stereo unspecified)	-2	-1	-1	2	0	0.3	-0.2	-0.1	-9	-4
CCCC(=O)Oc1cccc(C2NC(=O)c3ccccc3O2)c1 (stereo unspecified)	-7	0	-10	10	-2	-0.6	-0.6	-0.6	8	-1
COC(=O)[C@H](C)NC(=O)NCCC1=CCCCC1	-7	3	5	24*	-2	-0.8	-0.1	-0.3	-23	-3
Cc1ncoc1C(=O)N1CCCC(N2CCN(c3cccc(C(F)(F)F)c3)CC2)C1 (stereo unspecified)	-5	-3	-2	-14	-2	-1.3	0.3	-0.1	0	-1
COc1ccc(NC(=O)O/N=C/c2ccc(N(C)C)cc2)cc1	-3	-17	-5	-10	-5	-0.7	2.8	1.5	3	2
O=C(NCCCn1ccnc1)c1cc(C2CC2)on1	-13	1	1	2	0	0.9	0.2	-0.2	0	-1
O=C(O)c1cccc(NC(=S)NC(NC(=O)c2ccccc2[N+](=O)[O-])C(Cl)(Cl)Cl)c1 (stereo unspecified)	-1	-7	4	1	-5	-1.6	-0.4	-0.4	0	-1
O=C(OC(C(=O)NC1CCCC1)c1ccncc1)C1=Cc2ccccc2OC1 (stereo unspecified)	-5	-19	-1	7	-1	1.2	1.4	0.0	3	-1
CCOC(=O)C(C)N(c1ccccc1Cl)S(C)(=O)=O (stereo unspecified)	-6	4	1	-3	-2	-1.9	-0.6	-0.2	10	-3
COc1ccc(C(=O)/C=C/c2cc(OC)c(O)c(OC)c2)c(F)c1	-8	-17	-2	-63	-7	-0.4	3.4	0.2	-28	-1
COc1cccc(N2CCN(c3ccc([N+](=O)[O-])cn3)CC2)c1	2	-13	0	7	-3	-0.1	1.1	0.3	10	-2
COc1cccc(NC(=O)C(C)C)c1	-5	-2	1	2	-3	-1.4	0.6	0.0	10	3
O=C(Nc1ccnn1C1CCN(C(=O)c2ccc(C(F)(F)F)cc2)CC1)C1CC1	-3	-7	4	3	1	-0.5	0.0	-0.6	6	0
O=C(Nc1ccc2c(c1)OCO2)c1cc(C2CCCCN2C(=O)c2ccc3c(c2)CCO3)on1 (stereo unspecified)	.	9	-1	-10	2	1.1	-0.9	-0.1	6	0
CC(=O)N1CCOc2ccc(S(=O)(=O)Nc3cccc(C)c3)cc21	-5	-2	2	1	-4	-0.3	0.1	-0.4	-23	-2
O=S(Cc1ccc(Cl)cc1)c1ccccc1 (stereo unspecified)	-7	1	1	-4	-7	0.5	0.1	-0.1	5	-2
CC(C)(C)n1cnc2cc(NCc3ccc(Br)cc3)ccc21	-19	-12	-1	0	-13	2.5	-0.3	-1.0	-3	-5
Cc1ccc(NC(=O)C2CCCN2C(=O)Oc2ccccc2)cc1 (stereo unspecified)	-6	0	6	-12	-10	-0.5	-1.0	1.2	7	1
CN1C/C(=C/c2cccnc2)C(=O)/C(=C/c2cccnc2)C1	12	-3	16	7	-12	-3.6	-1.3	-1.6	-2	4
Cc1c(Br)cccc1NC(=O)C1(C)CCN1C(C)C (stereo unspecified)	.	6	24	-9	1	0.8	1.0	-0.2	2	-2
CCOC(=O)c1c(-c2ccccc2)csc1N1C(=O)Nc2ccccc2N1O	-3	8	-17	-2	-6	-0.9	-0.4	-0.7	-6	1
O=C(CN1CCc2ccccc2C1)Nc1ccccc1Cl	-3	0	2	8	-3	0.1	-0.1	-0.2	-11	-1
Cc1cccc(NS(=O)(=O)c2cc(C(=O)N3CCCC3)ccc2Cl)c1	0	1	-1	0	-1	-1.2	-0.5	-0.2	-8	-3
CCc1ccc(NC(=O)CSc2nc(=O)n(CCCN3CCOCC3)c3c2CCCC3)cc1	-4	-1	0	-3	-2	-0.7	0.7	-0.5	-2	0
Cc1nc2ccccn2c1C(=O)NC1CCCCC1	-6	-3	-1	-6	-2	-1.1	0.2	-0.4	1	2
COc1ccc(NC(=O)CSc2nnc(Cn3c(=O)sc4ccccc43)n2C)c(OC)c1	0	1	0	2	-9	-1.4	-1.1	-0.2	6	0
CC(C)OCCCNC(=O)c1ccc(NC(=O)C2CCCO2)cc1 (stereo unspecified)	-2	1	5	-6	-2	-1.4	0.3	-0.1	0	-2
COc1ccc(-c2noc(COc3ccc4ccccc4c3Br)n2)cc1OC	-15	2	-12	1	3	1.9	-0.2	-0.3	-1	0
CCN(CC)S(=O)(=O)c1ccc(N2CCOCC2)c(NS(=O)(=O)c2ccc(C(C)C)cc2)c1	-2	3	-4	-3	-2	0.9	-1.3	0.8	-15	0
CCOC(=O)c1sc(NC(=O)Nc2ccccc2F)nc1C	-5	-1	4	0	-3	-1.0	0.5	0.9	-2	2
O=C(/C=C/c1ccco1)Oc1cccc2cccnc12	10	-12	6	10	-3	-1.3	2.9	0.5	-5	2
O=C(COc1ccc(Cl)cc1Cl)Nc1ccc(CN2CCOCC2)cc1	-5	1	-2	-6	1	-0.8	1.0	0.5	4	3
COc1ccccc1NC1CCCCC1NS(=O)(=O)c1ccc(C)cc1 (stereo unspecified)	-3	1	-2	-10	0	1.1	0.1	-0.1	2	1
COc1ccc(NC(=O)CN2C(=O)NC3(CCCc4ccccc43)C2=O)c(OC)c1 (stereo unspecified)	-5	-2	-12	2	-7	-0.2	-0.6	-0.5	-6	0
CCCCN(C(=O)CSCc1ccc(C)cc1)c1c(N)n(CCC)c(=O)[nH]c1=O	-11	3	-2	6	-2	-0.3	0.7	0.0	11	0
Cc1ccc(-c2sc(-c3cccnc3)nc2CC(=O)O)cc1	-3	-5	-1	10	-3	-0.1	1.9	-0.2	-4	-1
CC(C)(C)c1ccc(/C=N/NC(=O)C(=O)NCCCN2CCOCC2)cc1	-2	-5	-2	-9	-2	-1.3	-0.7	-0.1	14	0
Nc1[nH]c(C(=O)c2ccccc2)c(-c2ccncc2)c1C(=O)NCc1cccc2ccccc12	.	-6	.	-5	-2	0.4	1.9	-0.6	9	.
CC(NC(=S)N1CCN(c2ccccc2)CC1)c1ccccc1 (stereo unspecified)	-4	2	0	0	0	0.4	-0.9	0.0	2	3
Cc1cc2nc3n(c2cc1C)CC1CC(C(=O)NCCc2cccs2)N(C)C31 (stereo unspecified)	4	4	1	-1	-8	-1.3	1.3	-0.6	11	-1
COc1cc(OC)c(NC(=O)Nc2ccc(OC)c(OC)c2)cc1Cl	-2	-2	-1	5	-6	-1.4	0.0	-1.3	10	-2
COc1ccc(-c2csc3ncnc(N4CCN(S(=O)(=O)c5ccc(Cl)s5)CC4)c23)cc1	5	-12	-9	-12	-3	2.3	0.3	-0.4	-4	2
CC(C)CNC(=O)Nc1ccc(F)c(Cl)c1	3	1	4	-4	-13	0.0	0.5	-1.1	-2	-4
COc1ccc(C(C(=O)NC2CCCC2)N(C(=O)c2ccoc2C)c2cc(C)cc(C)c2)cc1 (stereo unspecified)	-3	2	2	-4	-6	1.3	-0.3	-1.1	10	-3
COc1ccc(CNC(=O)c2noc(C)c2[N+](=O)[O-])cc1	-4	-9	11	3	0	1.6	2.2	-0.1	2	0
CCCN1Cc2cccc(C(=O)N3CCN(c4ccc(F)cc4)CC3)c2C1=O	0	-3	5	-8	-6	-0.2	-1.1	0.9	0	-1
